uPA generation: qHTS for Inhibitors of Cell Surface uPA Generation | cell surface uPA generation assay, qHTS | Potency, µM (series often up to 38.3 µM), without a hit: at the highest dose activity change, negative = inhibition, most hits filed as inhibitors | hit rate 0.31% among 330,000 | AID 540303, 2011; active means well fitted inhibition curve with a large enough effect; inconclusive means small, poorly fitted or top-dose-only effect; inactive means no such curve, though single readings can be large or run the other way; tested in mouse RAW 264.7 cells; further: on the % scale 0 is the no-effect control and ±100 the full control effect; nearly all actives have a fitted effect of over 55% in size
Rab9 prom act: qHTS Assay for Rab9 Promoter Activators. Huh7 Rab9 promoter-luciferase reporter, luminescence, 24 h. hit rate 2.8% among 320,000. AID 485297, 2010. Potency, µM (series often up to 9.22 µM), for the others: at the top dose activation, negative = inhibition, hits mostly activators; further: % of control where 0% means no effect; nearly all actives have a fitted effect of over 60% in size
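Cells were plated at 1500 per well in reduced-serum medium with 10% FBS and left 2 h. Compound in DMSO was then added for 24 h at 37 °C. Reporter signal was read by luminescence after 10 min with luciferase detection reagent.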
NPC1 prom act: qHTS Assay for NPC1 Promoter Activators. hit rate 2.4% among 320,000. Huh7 NPC1 promoter luciferase reporter, 24 h. Potency, µM (highest dose often 9.22 µM), without a hit: at the highest dose activation, actives largely listed as activators. AID 485313, 2010;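 further: % of control where 0% means no effect; nearly all actives have a fitted effect of over 60% in size; reporter is driven by a mutant NPC1 promoter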
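Luminescence from an NPC1 promoter-driven luciferase reporter in stably transfected Huh7 cells was measured after 24 h compound treatment at 37 °C, followed by 10 min ambient incubation with luciferase detection reagent.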
p53 reactivation: qHTS assay for re-activators of p53 using a Luc reporter | H1299 p53-A138V BP100-luciferase reporter, luminescence, 24 h | Potency, µM (doses to about 92.2 µM), for inactives: at the top dose activity change, positive = activation, actives largely listed as activators | hit rate 0.063% among 320,000; further: % of control where 0% means no effect; nearly all actives have a fitted effect of over 45% in size
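H1299 (p53-null), stable ts p53-A138V + BP100-Luc; 1000 cells/well, Opti-MEM/10% FBS; cpd 4 pt, 1:5; 24 h, 37 deg C, 5% CO2; detection reagent 10 min RT; luminescence.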
BRCA1 expr up: qHTS Assay to Identify Small Molecule Activators of BRCA1 Expression; MCF7-BRCA1-FFLuc reporter, luminescence, 48 h; response scale: scaled: vehicle 0%, 10 µM genistein 100%; Potency, µM (highest dose often 46.1 µM), for inactives: at the highest dose activation, actives largely listed as activators; hit rate 1.1% among 380,000; AID 624202, 2012; further: nearly all actives have a fitted effect of over 80% in size; some results filed as inactive show a strong effect at the top dose
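MCF7 cells carrying a BRCA1-firefly luciferase reporter (2000 cells/well, phenol-red free MEM) were attached for 2 h at 37 °C, then given compounds for 48 h. Luminescence was read 15 min after luciferase reagent; activity normalized to genistein (10 microM) and DMSO.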
VP16 counter: VP16 counterscreen qHTS for inhibitors of ROR gamma transcriptional activity; Drosophila S2 Gal4-VP16 UAS-luciferase, luminescence, 20 h; Potency, µM (titrated, usually from 53.6 µM), for inactives: at the top dose activity, negative = inhibition, most hits filed as inhibitors; hit rate 3.5% among 310,000;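 further: Gal4-VP16 expression switched on by copper sulfate through the metallothionein promoter; on the % scale 0 is the no-effect control and ±100 the full control effect; nearly all actives have a fitted effect of over 50% in size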
RORg inh: qHTS for inhibitors of ROR gamma transcriptional activity; Drosophila S2 Gal4-RORgamma UAS-luciferase reporter, 20 h; Potency, µM (titrated, usually from 53.6 µM), without a hit: top-dose activity change, negative = inhibition, usual class: inhibitors; hit rate 5.4% among 310,000; AID 2551, 2010; further: on the % scale 0 is the no-effect control and ±100 the full control effect; nearly all actives have a fitted effect of over 60% in size
Target sequence (P51450 whole entry, looked up, the tested form may be a part): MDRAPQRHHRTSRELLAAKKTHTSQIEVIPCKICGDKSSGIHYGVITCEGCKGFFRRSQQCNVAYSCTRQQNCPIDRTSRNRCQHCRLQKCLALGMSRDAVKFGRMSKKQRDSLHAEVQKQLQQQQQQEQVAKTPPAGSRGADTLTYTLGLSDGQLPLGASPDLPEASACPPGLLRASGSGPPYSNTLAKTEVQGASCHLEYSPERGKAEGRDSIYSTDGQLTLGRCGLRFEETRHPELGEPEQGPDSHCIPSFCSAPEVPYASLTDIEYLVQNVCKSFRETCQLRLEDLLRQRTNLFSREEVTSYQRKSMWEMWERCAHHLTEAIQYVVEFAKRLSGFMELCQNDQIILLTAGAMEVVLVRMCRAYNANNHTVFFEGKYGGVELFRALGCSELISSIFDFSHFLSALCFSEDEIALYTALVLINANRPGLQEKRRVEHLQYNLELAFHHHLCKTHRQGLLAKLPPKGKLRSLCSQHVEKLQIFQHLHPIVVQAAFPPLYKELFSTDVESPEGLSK
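Using a luciferase readout, inhibitors were identified by reduced reporter activity in Drosophila cells coexpressing a copper-inducible Gal4–ROR gamma fusion and UAS-driven Photinus luciferase, incubated 20 hr after 700 uM copper sulfate.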
FLuc modulator: qHTS profiling assay for firefly luciferase inhibitor/activator using purifed enzyme and Km concentrations of substrates (counterscreen for miR-21 project); purified FLuc, Km substrates, luminescence inhibition; Potency, µM (top dose mostly 57.5 µM), inactives show top-dose activity change, negative = inhibition, usual class: inhibitors; Luciferin 4-monooxygenase (Photinus pyralis), P08659; hit rate 6.9% among 360,000;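 further: plate controls were vehicle for no effect and reference inhibitor for full effect; nearly all actives have a fitted effect of over 55% in size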
Target sequence (P08659 whole entry, looked up): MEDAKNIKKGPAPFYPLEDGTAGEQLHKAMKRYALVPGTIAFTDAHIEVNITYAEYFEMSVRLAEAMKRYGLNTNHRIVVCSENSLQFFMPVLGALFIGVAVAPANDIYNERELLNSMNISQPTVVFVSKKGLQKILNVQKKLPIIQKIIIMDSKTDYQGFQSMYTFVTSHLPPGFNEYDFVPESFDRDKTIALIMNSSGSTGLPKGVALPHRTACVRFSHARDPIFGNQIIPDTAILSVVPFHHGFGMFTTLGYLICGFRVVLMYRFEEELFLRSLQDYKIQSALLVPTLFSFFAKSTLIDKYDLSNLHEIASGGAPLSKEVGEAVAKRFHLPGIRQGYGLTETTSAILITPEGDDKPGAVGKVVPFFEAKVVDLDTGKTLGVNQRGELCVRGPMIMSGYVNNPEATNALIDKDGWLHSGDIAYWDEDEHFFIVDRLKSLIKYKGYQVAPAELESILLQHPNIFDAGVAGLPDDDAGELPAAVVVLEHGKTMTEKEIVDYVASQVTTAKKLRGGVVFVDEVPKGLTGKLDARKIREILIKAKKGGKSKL
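Purified P. pyralis luciferase, 10 nM final, with Km-level 10 uM D-luciferin and 10 uM ATP in 50 mM Tris acetate pH 7.5, 10 mM Mg acetate, 0.01% Tween-20, 0.05% BSA; 6-point qHTS titration about 60 µM downward; luminescence read.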
ELG1 genotox: qHTS screen for small molecules that induce genotoxicity in human embryonic kidney (HEK293T) cells expressing luciferase-tagged ELG1; AID 504466, 2011; Potency, µM (top dose mostly 46 µM), without a hit: at the top dose activity change, positive = activation, hits mostly activators; HEK293T ELG1-luciferase reporter, luminescence, 16 h; hit rate 1.3% among 330,000; further: % of control where 0% means no effect; nearly all actives have a fitted effect of over 60% in size
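Luminescence read-out: rising ELG1-luciferase signal, reflecting elevated ELG1 protein under genetic stress, flags genotoxic compounds. Cells were treated for 16 hr at 37 °C before ONE-Glo detection.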
MBNL1-CUG inh: qHTS Assay for Inhibitors of MBNL1-poly(CUG) RNA binding | Muscleblind-like protein 1 (Homo sapiens), Q9NR56 | TR-FRET MBNL1-His/biotin-(CUG)12 binding, 665/545 ratio | Potency, µM (series often up to 57.5 µM), without a hit: at the top dose activity change, negative = inhibition, most hits filed as inhibitors | hit rate 0.036% among 280,000; active means well fitted inhibition curve with a large enough effect in the signal ratio, with a control signal flat, not every such curve was filed as active; inconclusive means small, poorly fitted or top-dose-only effect, or effect the other way, or a change in a side signal; inactive means no such curve, though single readings can be large or run the other way; the % refers to the signal ratio; further: on the % scale 0 is the no-effect control and ±100 the full control effect
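His-tagged MBNL1 binding to biotinylated (CUG)12 RNA was measured by TR-FRET using terbium anti-His antibody (0.055 ng/ul final) and streptavidin-XL665 (5 nM final). Compounds were titrated 92 nM to 58 uM; 60 min at room temperature.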
* = called active by the depositor; ? = inconclusive; . = no result given; & = joins results of further samples; [ ] = another dose, or the depositor's remark. Unless noted, the call rests on the fitted dose curve; in most records, active means well fitted curve in the direction sought with a large enough effect; inconclusive means small, poorly fitted or top-dose-only effect, or another doubt; inactive means no such curve, though single readings can be large; an effect the other way counts as inactive or inconclusive. Potency means the concentration at half of the fitted maximal effect.

SMILES	uPA generation	Rab9 prom act	NPC1 prom act	p53 reactivation	BRCA1 expr up	VP16 counter	RORg inh	FLuc modulator	ELG1 genotox	MBNL1-CUG inh
c1ccc(SCCOCCN2CCc3ccccc3C2)cc1	-3%	-3%	-1%	11%	-8%	6%	12%	-2%	1%	-7%
Cc1ccc(C)c(C(=O)CN2Cc3ccccc3C2=O)c1	-4%	1%	3%	2%	22%	-3%	0%	?	7%	10%
Cn1c(=O)oc2cc(S(=O)(=O)NCCC(=O)NCCc3ccc(Cl)cc3)ccc21	.	-3%	-4%	-22%	-25%	.	-1%[0.365 µM]	5%	-6%	15%
COc1ccc(NC(=O)CCN2CCN(S(=O)(=O)c3cc(Cl)ccc3Cl)CC2)cc1	-1%	-3%	3%	3%	1%	-4%	11%	0%	-2%	-7%
CCOC(=O)c1c(C)[nH]c(C2=NNC(=NC3CC3)SC2)c1C	-22%	?	?	-5%	-36%	?	?	0.6µM*	0.58µM*	3%
O=S(=O)(NC1CCCCC1)c1ccc(Cl)s1	1%	0%	1%	9%	3%	?	?	10%	-2%	-1%
COc1ccccc1CNS(=O)(=O)c1c(C(=O)N2CCCCC2)c(C)n(C)c1C	5%	6%	0%	-3%	5%	-8%	-20%	-1%	0%[9.26 µM]	-4%
Cc1c(NC(=O)c2ccc3nsnc3c2)cccc1[N+](=O)[O-]	?	3%	-6%	-2%	-2%	-12%	22%	0%	-5%	?
COc1ccc(C(=O)Nc2cc(=O)[nH]c3ncnn23)cc1	-3%	-1%	-3%	4%	-20%	-1%	15%	?	4%	.
COc1ccc(C(=O)NNC(=O)C2CCCN(C3CC(=O)N(c4ccccc4)C3=O)C2)cc1 (stereo not given)	-3%	-1%	-4%	1%	-3%	1%	-4%	3%	-3%	1%
CCS(=O)(=O)NCC(c1ccco1)N1CCN(c2ccccc2)CC1 (stereo not given)	-7%	1%	-1%	-11%	-18%	-8%	-12%	-1%&-5%	0%	-1%
COc1ccc(/C=N/NC(=O)c2ccncc2)cc1[N+](=O)[O-]	-21%	-5%	-7%	5%	2%	3%	8%	4%	-13%	?
CCN(CC)C(=S)Oc1c(Cl)cccc1Cl	-4%	-4%	-5%	-4%	4%	-1%	-13%	3%	0%	0%
COc1c2ccoc2nc2c(OC)c(O)ccc12	6%	14%	-4%	3%	1%	-5%	16%	-7%	1%	18%
CCOC(=O)C1=C(C)Nc2sc(C(=O)c3ccc(F)cc3)c(N)c2C1c1ccc(C(=O)OC)cc1 (stereo not given)	1%	0%	-2%	-4%	-53%	3%	22%	-6%	8%	2%
CCN(CC)S(=O)(=O)c1ccc(-c2nnc(SCC(=O)N3c4ccccc4CC3C)o2)cc1 (stereo not given)	9%	-5%	-7%	-14%	-16%	?	-24%	-4%	-6%	-4%
COc1ccc(NC(=S)N(CCCN2CCN(C)CC2)Cc2cccs2)cc1	-7%	-3%	-2%	-15%	-32%	1%	-11%	2%	-2%	-6%
CC(C)CCNc1nc(N)c([N+](=O)[O-])c(NCC2CCCO2)n1 (stereo not given)	0%	0%	-4%	0%	-46%	3%	?	1%	-2%	?
O=C(COC(=O)CCOc1ccccc1)NCCc1ccccc1	0%	0%	0%	-1%	26%	.	.	4%	-1%	.
O=c1[nH][nH]cc1C=Nc1cc(Cl)ccc1O	?	-7%	-12%	5%	3%	-4%	-20%	-2%	0%	?
O=C(Nc1ccc(F)cc1)C1CC2CCC1C2 (stereo not given)	-4%	0%	-6%	.	-6%	0%	?	-9%	-3%	7%
COc1ccc(Cl)cc1NC(=O)NCC1CCN(C(=O)OC(C)(C)C)CC1	-2%	-3%	-6%	-2%	-14%	-4%	-29%	0%	-10%	-7%
C=CCn1cc(C(=O)OCC)c(=O)c2ccc(F)cc21	2%	-1%	2%	3%	-2%	6%	-2%	-1%	-1%	-5%
CCOc1ccccc1C1C(C#N)=C(N)Nc2onc(-c3ccccc3)c21 (stereo not given)	-9%	9%	0%	?	-22%	0%	0%	-1%	2%	-1%

3 compounds from above, ordered by the number in Rab9 prom act, low to high:
smiles,Rab9 prom act
O=C(COC(=O)CCOc1ccccc1)NCCc1ccccc1,0%
Cc1c(NC(=O)c2ccc3nsnc3c2)cccc1[N+](=O)[O-],3%
COc1ccccc1CNS(=O)(=O)c1c(C(=O)N2CCCCC2)c(C)n(C)c1C,6%

Next part:
SMILES	uPA generation	Rab9 prom act	NPC1 prom act	p53 reactivation	BRCA1 expr up	VP16 counter	RORg inh	FLuc modulator	ELG1 genotox	MBNL1-CUG inh
CC(=O)Nc1cccc(Oc2ccc([N+](=O)[O-])cc2Cl)c1	1%	17%	0%	-3%	44%	-11%	?	24µM*	14%	?
O=C(O)C1C2C=CC(C2)C1C(=O)NCc1ccc2c(c1)OCO2 (stereo not given)	?	-2%	2%	0%	27%	-5%	-20%	-1%	3%	2%
Cc1cc(C(=O)COC(=O)CC2Sc3ccccc3NC2=O)c(C)n1-c1ccc(Br)cc1 (stereo not given)	0%	-5%	2%	19%	-23%	?	-26%	-5%	1%	-4%
Fc1ccc(NC(=S)NCc2ccccc2Cl)cc1	-5%	-1%	-2%	13%	-9%	14µM*	7.1µM*	1%	-3%	-14%
COc1ccc(S(=O)(=O)N2CCC3(CC2)OCCN3S(=O)(=O)c2cccs2)cc1	0%	-4%	-7%	0%	-34%	.	.	4%	?	.
O=C(Cc1noc2ccccc12)NNC(=S)Nc1ccccc1	8%	-4%	-4%	-1%	10%	-7%	?	4%	0%	-7%
O=C(COC(=O)c1cccs1)NCCN1C(=O)CSC1=O	-5%	1%	-1%	24%	24%	13%	0%	1%	-3%	-6%
COc1cccc(C(=O)CSc2nnnn2C2CCCCC2)c1	4%	16%	8%	25%	47%	0%	-2%	-24%	13%	-2%
O=C(Cc1n[nH]c(=O)c2ccccc12)OCC(=O)N(Cc1ccccc1)Cc1ccccc1	-9%	-4%	-14%	-5%	-30%	-6%	15%	-2%	-2%	-4%
CC(C)(C)n1nc(-c2ccc(Cl)cc2)c2c(N)ncnc21	-15%	-7%	-2%	-4%	-58%&-27%	-1%	-21%	6%	-7%	3%
Cn1c(=O)c2c(ncn2CC(=O)OCC(=O)NCc2ccc(Cl)cc2)n(C)c1=O	0%	2%	1%	-20%	3%	24%	7%	3%	-1%	?
O=C(NCCOc1ccccc1F)C1CCC(=O)N(CC2CCCCC2)C1 (stereo not given)	3%	-6%	3%	9%	27%	-5%	11%	2%	1%	-5%
Cc1ccc(C(=O)NCCCNC(=O)COc2ccc(C)c(C)c2)cn1	-1%	1%	-1%	0%	-1%	2%	25%	0%	0%	-3%
Cc1ccc(CN2CCN(CC(C)C)C(CCO)C2)s1 (stereo not given)	2%	?	25%	17%	?	-5%	-11%	17µM*	?	8%
COC(=O)NNC(=O)COc1ccc(Br)c(C)c1	-4%	-4%	-2%	-3%	-18%	5%	-8%	4%	-1%	-4%
C=C(C)CSc1nc2ncccc2[nH]1	-3%	7%	-3%	-2%	9%	-6%	5%	3%	-1%	-4%
Cc1ccccc1Cn1nnc(C(=O)Nc2ccc3c(c2)OCCO3)c1N	?	1.8µM*	2.8µM*	?	3.5µM*	.	.	3µM*	18%	.
Cc1ccc2c(c1)N=C(c1ccc(Cl)cc1)CO2	-9%	2.5µM*	3.5µM*	?	48%	-6%	?	1.7µM*	?	2%
O=C(Cn1cccc1C(=O)c1ccccc1)NCCN1CCOCC1	-2%	-3%	-3%	-1%	-13%	3%	-32%	-3%	1%	3%
CCn1c(C)cc(O)c(C(=O)Nc2cccc(Cl)c2)c1=O	-12%	?	28%	-2%	7%	7%	9%	-5%	9%	1%
C=CCSc1ccc(S(=O)(=O)N2CCN(C)CC2)cn1	18%	-1%	1%	8%	-2%	.	.	1%	0%	.
CC(C)C1=CC(=NS(=O)(=O)c2cccc([N+](=O)[O-])c2)C=C(C(C)C)C1=O	9%	8%	-1%	0%	1%	4%	-26%	1%	0%	?
O=C(Nc1cccc(C(=O)N2CCOCC2)c1)c1ncn[nH]1	1%	-2%	-2%	-4%	6%	-5%	-5%	3%	-4%	2%
O=C(O)C1CCCCC1C(=O)Nc1cccc2ccccc12 (stereo not given)	0%	8%	-1%	14%	0%	-4%	-28%	-9%	1%	4%
CCCCc1cc(=O)oc2cc(C)cc(OCc3nn[nH]n3)c12	-1%	12%	-5%	3%	2%	-2%	-2%	0%	-2%	-14%
Cc1ccc(-c2csc3ncnc(N4CCN(Cc5ccccc5)CC4)c23)cc1	5%	-4%	0%	3%	0%	-2%	?	1%	5%	0%
O=C(NCc1ccon1)c1ccc(OC2CCN(CCc3ccccc3)CC2)cc1	2%	-6%	-3%	-4%	-25%	6%	-16%	0%	-4%	-9%
COc1ccc(C(=O)N2CCCC(N3CCN(c4ccccc4OC)CC3)C2)c(OC)n1 (stereo not given)	-1%	0%	1%	-6%	-11%	3%	1%	0%	-6%	-8%

Screens from PubChem BioAssay.
